TRb-SRC2 inh: disrupts binding of human TR beta to SRC2 | TRbeta-SRC2 peptide binding, fluorescence polarization; receptor liganded with 1 µM T3 | Potency, µM (top dose mostly 106 µM), inactives show top-dose activity change, negative = inhibition, most hits filed as inhibitors | 280,000 compounds, 0.065% hits | AID 1469;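 note: plate controls were bound peptide for no effect and peptide without receptor for full effect; nearly all actives have a fitted effect of over 50% in size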
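Each compound concentration gave % activity, normalized to unbound and bound Texas Red SRC2 controls, from polarization read after 5 hr ambient incubation with T3-loaded human TRb LBD.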
Tau FP inhib: blocks human tau fibril formation measured by polarization | Potency, µM (titrated, usually from 57.7 µM), inactives show at the top dose activity, negative = inhibition, hits mostly inhibitors | P10636 | AID 1468 | 280,000 compounds, 0.39% hits | K18 P301L tau heparin fibrillization, Alexa594 FP, 6 h; note: nearly all actives have a fitted effect of over 55% in size
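Human K18 P301L fragment (15 uM unlabeled plus 0.24 uM Alexa 594-labeled) in 100 mM sodium acetate pH 7 with compound, aggregation induced by 20 uM heparin for 6 hr at 37 C. ThT (30 uM) added for 1 hr, then Alexa 594 FP read.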
GoLoco inh red: blocks human Gai1 binding to RGS12 GoLoco peptide, red readout. P63096. Gai1:RGS12 GoLoco peptide FP, rhodamine, 10 min. Potency, µM (titrated, usually from 61.6 µM), for inactives: at the top dose activity, negative = inhibition, usual class: inhibitors. 230,000 compounds, 0.44% hits. AID 880; active = well fitted inhibition curve with a large enough effect, not every such curve was filed as active; inactive = no such curve, though single readings can be large or run the other way; note: nearly all actives have a fitted effect of over 30% in size; many of its hits are not listed in these tables
Target sequence (P63096 whole entry, looked up): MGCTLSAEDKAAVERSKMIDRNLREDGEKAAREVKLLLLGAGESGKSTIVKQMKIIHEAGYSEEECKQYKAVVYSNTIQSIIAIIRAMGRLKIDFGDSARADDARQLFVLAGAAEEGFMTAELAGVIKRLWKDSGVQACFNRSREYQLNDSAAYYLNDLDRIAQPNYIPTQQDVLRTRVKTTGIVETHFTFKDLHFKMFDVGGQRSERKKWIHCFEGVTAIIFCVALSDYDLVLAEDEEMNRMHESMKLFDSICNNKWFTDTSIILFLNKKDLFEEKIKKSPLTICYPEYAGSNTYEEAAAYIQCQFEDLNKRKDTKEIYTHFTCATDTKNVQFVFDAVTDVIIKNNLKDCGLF
TexasRed fluor: alters Texas Red total fluorescence, flagging assay interference; Potency, µM (series often up to 106 µM), for inactives: at the highest dose fluorescence change, negative = quenching; 280,000 compounds, 0.29% hits; TRb/SRC2 Texas Red total fluorescence interference; active = well fitted curve in either direction with a large enough effect; inconclusive = small, poorly fitted or top-dose-only effect
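Flags fluorescent or light-absorbing compounds by total fluorescence, S + 2P, at 555 nm excitation and 632 nm emission. Mixture: 20 nM Texas Red SRC2 peptide, 0.6 uM human TRb LBD, 1 uM T3, 5% DMSO; compound exposure 5 h at ambient temperature.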
RECQ1 inh: blocks DNA unwinding by human RECQ1; RECQ1 DNA unwinding, red fluorescence kinetic read; Potency, µM (highest dose often 57.3 µM), for the others: at the highest dose activity, negative = inhibition, usual class: inhibitors; 240,000 compounds, 0.54% hits; AID 2549;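 note: plate controls were vehicle for no effect and no enzyme for full effect; nearly all actives have a fitted effect of over 30% in size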
Target sequence (P46063 whole entry, looked up): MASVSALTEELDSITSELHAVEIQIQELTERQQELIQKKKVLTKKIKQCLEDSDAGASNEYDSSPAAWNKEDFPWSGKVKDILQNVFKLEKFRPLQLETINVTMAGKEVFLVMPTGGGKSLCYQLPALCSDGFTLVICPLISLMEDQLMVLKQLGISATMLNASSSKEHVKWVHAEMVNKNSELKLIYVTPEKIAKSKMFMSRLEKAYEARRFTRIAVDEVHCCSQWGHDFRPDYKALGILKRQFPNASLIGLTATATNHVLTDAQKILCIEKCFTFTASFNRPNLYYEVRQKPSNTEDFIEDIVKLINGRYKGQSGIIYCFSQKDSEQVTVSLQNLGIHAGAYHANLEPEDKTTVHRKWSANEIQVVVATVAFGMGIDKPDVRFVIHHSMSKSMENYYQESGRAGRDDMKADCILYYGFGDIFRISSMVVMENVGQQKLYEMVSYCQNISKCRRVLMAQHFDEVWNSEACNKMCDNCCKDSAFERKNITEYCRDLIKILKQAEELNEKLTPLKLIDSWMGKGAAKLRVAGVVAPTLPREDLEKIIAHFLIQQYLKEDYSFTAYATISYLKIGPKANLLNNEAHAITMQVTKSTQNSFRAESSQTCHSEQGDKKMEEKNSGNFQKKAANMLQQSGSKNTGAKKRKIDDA
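50 nM RECQ1T1 preincubated 15 min with compound in Tris pH 8.0 buffer with MgCl2, DTT, Tween-20 and 2.5 ug/ml poly(dI-dC); started with 200 nM TAMRA/BHQ-2 forked duplex and 2 mM ATP. Unwinding read as fluorescence (525/598 nm), two reads 2 h apart.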
L3MBTL1 inh: L3MBTL1 (human) inhibition; AlphaScreen L3MBTL1–H3K9me1 peptide binding; 230,000 compounds, 0.66% hits; Potency, µM (titrated, usually from 57.1 µM), for inactives: at the top dose activity, negative = inhibition, most hits filed as inhibitors; Q9Y468; note: nearly all actives have a fitted effect of over 60% in size
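L3MBTL1 50 nM + b-AHA-H3(1-15)K9me1 75 nM, 30 min RT; compound added, 30 min RT; streptavidin donor/Ni-chelate acceptor beads 10 ug/mL each final, 30 min RT dark; AlphaScreen read.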
Tau fibril ThT: tau fibrillization inhibition (ThT binding); P10636; recombinant tau K18 P301L (four-repeat tau fragment), heparin-induced fibrillization, ThT fluorescence; Potency, µM (highest dose often 57.4 µM), for the others: at the highest dose activity, negative = inhibition, hits mostly inhibitors; 270,000 compounds, 2.1% hits; AID 1460; note: nearly all actives have a fitted effect of over 55% in size
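Tau K18 P301L fragment (15 uM unlabeled plus 0.24 uM Alexa 594-labeled) in 100 mM sodium acetate pH 7 with compound, fibrillization induced by 20 uM heparin for 6 hr at 37 C. Thioflavin T (30 uM) added, fluorescence read after 1 hr (ex 450, em 510 nm).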
JMJD2E inh: JMJD2E (human) inhibition; B2RXH2; 230,000 compounds, 1.6% hits; JMJD2E catalytic domain, FDH-coupled NADH fluorescence (FDH is formaldehyde dehydrogenase); Potency, µM (highest dose often 57.1 µM), inactives show at the highest dose activity change, negative = inhibition, hits mostly inhibitors; active = well fitted inhibition curve with a large enough effect, not every such curve was filed as active; inconclusive = small, poorly fitted or top-dose-only effect, or another doubt; inactive = no such curve, though single readings can be large or run the other way;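 note: 0% = wells with enzyme and -100% = buffer wells without enzyme; nearly all actives have a fitted effect of over 50% in size; many of its hits are not listed in these tables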
* = called active by the depositor; i = inactive; ? = inconclusive; / = no result given; [ ] = remark or other dose. Unless noted, calls come from the whole dose curve; as a rule, active = well fitted curve in the direction sought with a large enough effect; inconclusive = small, poorly fitted or top-dose-only effect, or another doubt; inactive = no such curve, though single readings can be large; an effect the other way counts as inactive or inconclusive. Unless noted, % is set by controls: 0 for no effect and ±100 for the full control effect; potency is the fitted concentration of half-maximal effect. An excerpt. The share of hits here may be higher or lower than overall.

SMILES,TRb-SRC2 inh,Tau FP inhib,GoLoco inh red,TexasRed fluor,RECQ1 inh,L3MBTL1 inh,Tau fibril ThT,JMJD2E inh
COc1cc(-c2nnc(SCC(=O)Nc3ccc(F)c(Cl)c3)o2)cc(OC)c1OC,1%,5%,/,-1%,/,/,-10%,/
Cn1c2ccccc2c(=O)c2c(=O)n(C3CCCCCC3)c(C3CCCCC3)nc21,4%,5%,-5%,0%,-6%,8%,-14%,0%
Cc1nc2cc(-c3ccc(Cl)cc3)nn2c(C)c1CCC(=O)NC(C)c1ccc2c(c1)OCCO2 (centres undefined),8%,?,1%,-2%,i,-1%,-8%,169%
COc1ccccc1NC(=O)c1cc(C)nc2ccccc12,3%,1%,3%,0%,i,4%,2%,10%
COCCCNC(=O)C1CC(=O)N(C2CCCC2)C1 (centres undefined),-14%,-6%,10%,0%,-2%,1%,-3%,-5%
O=C(CN1C(=O)CCn2nc(-c3ccccc3)cc21)NCc1ccccc1,6%,1%,/,3%,/,/,0%,/
CCn1c(CNS(=O)(=O)c2ccc(Cl)cc2)n[nH]c1=S,5%,-2%,15%,-1%,i,1%,13%,-6%
COc1ccccc1Nc1n[nH]c(=S)s1,1%,6%,-4%,-3%,?,-11%,-9%,20µM*

SMILES,TRb-SRC2 inh,Tau FP inhib,GoLoco inh red,TexasRed fluor,RECQ1 inh,L3MBTL1 inh,Tau fibril ThT,JMJD2E inh
CCCC(=O)Nc1nc(C(=O)OCC)cs1,-7%,5%,12%,-2%,-1%,5%,2%,6%
Cc1cc2[nH]c(=S)[nH]c2cc1C,-9%,-3%,-10%,1%,-4%,-9%,-11%,?
O=C(COc1ccc(-n2cnnn2)cc1)N1CCN(c2ccc(F)cc2)CC1,-13%,-6%,1%,0%,i,1%,3%,8%
Cc1ccc2c(N)c(C(=O)c3ccccc3)sc2n1,1%,7%,14%,-3%,-6%,8%,?,-3%
CC(=O)c1ccc(NC(=O)C(C)OC(=O)c2ccc3c(c2)nc(C)n3-c2ccccc2)cc1 (centres undefined),-2%,9%,1%,2%,-4%,0%,-19%,-9%
CCOC(=O)/C(=C\C=C\N1CCOCC1)C(C)=O,2%,1%,-1%,-1%,-21%,/,-10%,-25%
COc1ccc(C2C=C(c3ccccc3)Nc3nc(CCCO)nn32)cc1 (centres undefined),0%,2%,-15%,-2%,-13%,2%,-9%,?
OCCCNc1nc(-c2ccc(Cl)cc2)nnc1-c1ccc(Br)cc1,1%,-4%,3%,-3%,0%,-11%,-7%,-7%

SMILES,TRb-SRC2 inh,Tau FP inhib,GoLoco inh red,TexasRed fluor,RECQ1 inh,L3MBTL1 inh,Tau fibril ThT,JMJD2E inh
COc1ccc2c(c1)c(=O)c(C(=O)c1ccc(F)cc1)cn2CC(=O)Nc1ccc2c(c1)OCCO2,1%,-6%,/,1%,/,/,-1%,/
CC(C)CCOCC(=O)Nc1cccc(C(=O)O)c1,-6%,-5%,-3%,1%,-1%,41%[activator],?,?
COc1ccccc1OCC(=O)NCC(c1ccc(Cl)cc1)N1CCCCC1 (centres undefined),-1%,8%,/,-18%,/,/,4%,/
CC(C)(C)NC(=O)c1ccc2nc(CCc3ccccc3)oc2c1,4%,2%,/,0%,/,/,?,/
Cc1ccc2nc(-c3ccc(NC(=O)COC(=O)c4ccc(Br)o4)cc3)sc2c1,-3%,-15%,9%,6%,-9%,-1%,-13%,?
N#Cc1cnn2ccc(-c3cc(N4CCOCC4)ccc3[N+](=O)[O-])nc12,5%,1%,22%,-3%,-2%,?,?,-4%
COc1cccc(NC(=O)C2C3CC4OC(=O)C2C4C3)c1 (centres undefined),7%,2%,9%,1%,i,42%[activator][11.4 µM],4%,-6%
O=C(NCC(O)CO)c1ccc2[nH]c3ccccc3c2c1 (centres undefined),-2%,5%,-5%,-1%,-8%,9%,5%,?

Record cards (already shown). Values in the order: TRb-SRC2 inh, Tau FP inhib, GoLoco inh red, TexasRed fluor, RECQ1 inh, L3MBTL1 inh, Tau fibril ThT, JMJD2E inh
N#Cc1cnn2ccc(-c3cc(N4CCOCC4)ccc3[N+](=O)[O-])nc12 as listed: 5%, 1%, 22%, -3%, -2%, ?, ?, -4%
COc1cccc(NC(=O)C2C3CC4OC(=O)C2C4C3)c1 (centres undefined) as listed: 7%, 2%, 9%, 1%, i, 42%[activator][11.4 µM], 4%, -6%
O=C(NCC(O)CO)c1ccc2[nH]c3ccccc3c2c1 (centres undefined) as listed: -2%, 5%, -5%, -1%, -8%, 9%, 5%, ?
CC(C)CCOCC(=O)Nc1cccc(C(=O)O)c1 as listed: -6%, -5%, -3%, 1%, -1%, 41%[activator], ?, ?

Later entries.
SMILES,TRb-SRC2 inh,Tau FP inhib,GoLoco inh red,TexasRed fluor,RECQ1 inh,L3MBTL1 inh,Tau fibril ThT,JMJD2E inh
COC(=O)c1cc(NC(=O)CC2SCCNC2=O)cc(C(=O)OC)c1 (centres undefined),-6%,-4%,3%,0%,16%,/,4%,1%
CCn1nnc2sc3c(c2c1=O)CCC(C)C3 (centres undefined),-2%,1%,-14%,-6%,i,7%,-5%,?
CCOC(=O)N/N=C/c1ccc(OCCSc2ccc(Cl)cc2)c(OCC)c1,0%,-5%,-20%,-2%,4%,-1%,3%,1%
O=C(CSc1ncn[nH]1)NCc1ccc2c(c1)OCO2,3%,-1%,-4%,-1%,-12%,12%,-6%,4%
CCc1nn(C(C)C(=O)N2CCN(c3ccccc3)CC2)c(=O)c2cc3occc3n12 (centres undefined),-4%,4%,/,0%,/,/,-12%,/
COc1cccc(-c2nnc(SCC(=O)N(C(C)C)C(C)C)o2)c1,1%,-3%,0%,-4%,1%,/,-7%,8%
Cc1ccc(CS(=O)(=O)Cc2ccc(C(=O)NCc3ccco3)o2)cc1,-11%,3%,7%,-3%,1%,0%,0%,3%
CS(=O)(=O)c1sc(C(=O)NC(=S)Nc2ccc(OC(F)(F)F)cc2)c2c1C=CCC2,-7%,-5%,7%,-1%,i,/,/,-7%

SMILES,TRb-SRC2 inh,Tau FP inhib,GoLoco inh red,TexasRed fluor,RECQ1 inh,L3MBTL1 inh,Tau fibril ThT,JMJD2E inh
Cc1cc(C(=O)COC(=O)c2n[nH]c3ccccc23)c(C)n1C,-3%,-1%,9%,-1%,i,-6%,?,-6%
CN(CCCNC(=O)CSc1cc(=O)n(C)c2cc(Cl)ccc12)Cc1ccccc1,-1%,2%,-4%,-1%,-1%,/,-4%,-3%
O=C(CSc1cccc[n+]1[O-])NC1CCCCCCC1,-5%,-2%,8%,-3%,-7%,9%,6%,0%
CCN(CCO)Cc1cc(=O)oc2cc3c(cc12)CCC3,7%,-6%,3%,-3%,i,0%,-12%,?
CCOc1cc(CNCc2ccccn2)ccc1OCC(=O)NC1CCCCC1,-2%,0%,14%,-1%,-11%,/,-14%,12%
CCC(=O)c1ccc(OCC(O)CN2CCCCC2)cc1 (centres undefined),1%,3%,-8%,4%,-3%,-3%,4%,-2%
O=C(CCl)Oc1ccc2occ(C(=O)c3cccs3)c2c1,3%,?,-3%,-5%,0%,/,?,-1%
NC(=O)COC(=O)CSc1ccc2ccccc2c1,6%,4%,16%,0%,-1%,8%,-7%,4%

SMILES,TRb-SRC2 inh,Tau FP inhib,GoLoco inh red,TexasRed fluor,RECQ1 inh,L3MBTL1 inh,Tau fibril ThT,JMJD2E inh
CCCCCCCCC(=O)NCCOc1ccc(OC)cc1,-1%,12%,14%,-3%,-16%,6%,-5%,-2%
Cc1ccccc1C1CCCN(Cc2nc(C3CC3)no2)C1 (centres undefined),-7%,-15%,-2%,-6%,i,16%,-4%,3%
Cc1ccc(-n2cc(CNCCN3CCOC3=O)c(-c3cccc(C)c3)n2)cc1,-6%[53 µM],-9%,-35%,1%[53 µM],-4%,-3%,?,2%
O=C(CCS(=O)(=O)Cc1ccccc1)NCc1ccco1,-4%,1%,-1%,-3%,i,3%,3%,-5%
C=CCOC(=O)C1=C(C)NC(SCC(=O)NC(=O)OCC)=C(C#N)C1c1cccnc1 (centres undefined),-4%,9%,1%,-2%,-6%,2%,-11%,?
COc1cccc(NC(=O)C2CC(=O)N=C(N)S2)c1 (centres undefined),1%,-7%,3%,0%,-4%,/,6%,-2%
O=C(CSc1ccc(F)cc1)Nc1ccccc1Br,-2%,-11%,5%,-5%,-8%,34%[activator],-6%,6%
CCOc1ccc(N2CC(C)Cn3c2nc2c3c(=O)n(CC(=O)O)c(=O)n2C)cc1 (centres undefined),-1%,-1%,/,-3%,/,/,3%,/

SMILES,TRb-SRC2 inh,Tau FP inhib,GoLoco inh red,TexasRed fluor,RECQ1 inh,L3MBTL1 inh,Tau fibril ThT,JMJD2E inh
O=C1N[C@@H](Cc2c[nH]c3ccccc23)C(=O)N[C@H]1Cc1c[nH]c2ccccc12,6%,-1%,5%,0%,5%,/,-11%,11%
COc1ccc(N(CC(=O)NCC(C)C)S(=O)(=O)c2ccccc2)cc1,-6%,6%,14%,-1%,-3%,-1%,-8%,-16%
CC(C)c1ccc(NC(=O)C(C)N(c2ccccc2)S(C)(=O)=O)cc1 (centres undefined),11%,-3%,/,-4%,/,/,-8%,/
CCOC(=O)C1=C(C)C(c2ccccc2O)NC(=O)N1 (centres undefined),-11%,9%,4%,-4%,15%,/,6%,0%
O=C(Oc1cccc(N2C(=O)CCC2=O)c1)C1CC(=O)N(c2ccc(Br)cc2)C1 (centres undefined),-3%,?,5%,1%,-11%,-3%[11.4 µM],?,10%
COc1cc(C2NC(=S)NC(O)(C(F)(F)F)C2C(=O)c2cccs2)cc(OC)c1O (centres undefined),3%,0%,3%,0%,1%,-10%,2%,3%
CCc1ccc(Nc2cc(C)nc3nc(C)nn23)cc1,2%,-2%,6%,0%,-5%,-2%,-5%,-4%
Cc1ccc(C(=O)/C=C/c2ccc(F)cc2)o1,1%,13%,14%,-4%,i,-10%,?,-7%

Compound activity from PubChem BioAssay.
